# High-throughput results: PubChem, Broad Institute
# LGR2 inh: Drosophila LGR2 receptor signaling inhibition. HEK293 LGR2, CRE-luciferase, bursicon-stimulated, 4 h. inhibition, % at 9.99 µM. hit rate 0.35% among 380,000;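 active means drop in luminescence signal, shown as inhibition above about 50% in the replicate tests, limit read from the data, passing the limit was not always enough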;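 further: agonist challenge used bursicon conditioned medium at about half maximal strength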
# miR-122 sensor: miR-122 inhibition in Huh7 cells; Huh7 miR-122 Renilla luciferase sensor, 48 h; neutral wells = 0, positive control = 100; activation (reporter increase), % at 12.5 µM; hit rate 0.3% among 340,000; AID 602342;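 active means mean replicate activation score at least 90 and every replicate individually at or above 90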;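 further: higher luciferase means less miR-122 activity so hits act as miR-122 inhibitors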
# CASP6 VEID inh: blocks human caspase-6 cleavage activity | inhibition, % at 12.5 µM | purified caspase-6, Z-VEID-R110 cleavage fluorescence | AID 686996 | hit rate 0.53% among 350,000;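 active means mean inhibition across replicates at least about 35%, with every replicate also reaching that limit, limit read from the data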;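 further: 0% = median of neutral control wells and 100% = no fluorescence left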
# Target sequence (P55212 24-179 limits assumed): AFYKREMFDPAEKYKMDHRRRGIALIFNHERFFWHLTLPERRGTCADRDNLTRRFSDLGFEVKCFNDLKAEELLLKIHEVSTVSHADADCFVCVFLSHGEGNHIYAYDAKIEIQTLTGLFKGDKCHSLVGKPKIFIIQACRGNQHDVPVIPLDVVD
# Target sequence (P55212 194-293 limits assumed): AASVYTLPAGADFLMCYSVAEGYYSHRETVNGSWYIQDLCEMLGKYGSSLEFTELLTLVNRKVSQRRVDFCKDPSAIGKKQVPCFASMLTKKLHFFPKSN
# PAX8 reporter: inhibitors of PAX8 transcriptional activity in RMG-I cells; inhibition, % at 12.6 µM; hit rate 1.2% among 360,000; AID 652154; RMG-I TPO-luciferase reporter, SteadyGlo, 24 h;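 active means mean replicate inhibition at least 60% with every replicate also reaching 60%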;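 further: luciferase light reporting Pax8 driven TPO promoter activity; plate controls were median of neutral control wells for no effect and mitoxantrone controls for full effect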
# EWS-Fli inh: blocks EWS/Fli oncoprotein-driven transcription. A673 NR0B1-luciferase reporter, viability-normalised. hit rate 0.67% among 350,000. inhibition, % at 12.6 µM. AID 651661;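 active means mean inhibition of at least 50% after viability correction, with every replicate also passing that limit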;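 further: firefly luciferase signal divided by Alamar Blue viability fluorescence both relative to DMSO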
# FN deposition inh: fibronectin deposition inhibition; AH1F fibroblasts, Alexa488-fibronectin deposition fluorescence, overnight; inhibition, % at 12.6 µM; hit rate 0.086% among 350,000; AID 743247;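 active means mean inhibition across replicates of 30% or more, regardless of how many single replicates reach that level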;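 further: positive control wells lacked labelled fibronectin entirely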
#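 Assay system: AH1F fibroblasts / Quantity: 10000 cells per well / Medium: DMEM plus 2% serum, read in PBS / Reagent: labelled fibronectin 24 nM / Dosing: single dose, pinned / Times: 1 h cell attachment, overnight exposure to compound and label / Signal: fluorescence, ex 485 nm, em 525 nm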
# Cneo AK release: causes C. neoformans cell lysis; lysis activity, % at 15 µM; adenylate kinase release luminescence, 4 h; normalised: neutral wells 0, clomiphene wells 100; AID 651654; hit rate 0.2% among 360,000;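 active means mean lysis activity across replicates of at least 80%, whatever share of replicates individually reach that level; inactive means mean lysis activity below 80%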
#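 Assay system: log-phase C. neoformans yeast / Quantity: yeast cell density of 5 × 10^6 cells/mL / Medium: fresh YPD growth medium / Compound: single dose / Timing: static 4 h at 37 °C with compound, 1 h detection / Measured by: adenylate kinase release luminescence / Read-out: lysis from increased AK signal / Benchmarks: Clomiphene as positive lysis control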
# PGC1a acetyl inh: modulators of PGC1a acetylation; U2OS PGC1a acetylation, AlphaScreen anti-acetyl-lysine; with virally co-expressed GCN5 acetyltransferase; inhibition, % at 15.6 µM; AID 651687; hit rate 0.17% among 350,000;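 active means every replicate shows inhibition of at least 40%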;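 further: 0% = neutral control wells and 100% = positive control wells; some results beyond the cut were filed as inactive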
# * marks the source's active call; other numbers are inactive results; / = no result given; [ ] = dose if it differs, or a comment.
# Order of values – FN deposition inh	LGR2 inh	Cneo AK release	CASP6 VEID inh	PAX8 reporter	EWS-Fli inh	PGC1a acetyl inh	miR-122 sensor
- Cc1cccc(OCCCC(=O)Nc2ccc(S(=O)(=O)Nc3ncccn3)cc2)c1C
→ 1.8	10.6	-1.1	3.2	-3.6	/	/	/
- CCC(=O)N(C)C[C@@H]1Oc2cc(-c3ccc(C#N)cc3)ccc2S(=O)(=O)N([C@H](C)CO)C[C@@H]1C
→ 2.9	3.1	-0.8	-0.3	/	9.9	0.0	-1.1[16.7 µM]
- CCCCCn1c(N)c(C#N)c2nc3ccccc3nc21
→ /	1.3	-6.1	10.7	/	16.1	-1.7	0.1
- C[C@H](CO)N1C[C@H](C)[C@@H](CN(C)S(=O)(=O)c2ccc(F)cc2)OCc2ccccc2-c2c(n(C)c3ccccc23)C1=O
→ 1.0	10.7	-2.3	-1.6	/	-8.5	1.9	/
- CCC(=O)N[C@@H]1C=C[C@H](CC(=O)NCC2CCCCC2)O[C@@H]1CO
→ /	-1.9	-0.2	5.2	-13.9	0.0	-0.8	-12.6[16.7 µM]
- CCc1nc2c(OCc3ccc(C(F)(F)F)cc3)cccn2c1N(C)C(=O)C1CC1
→ -2.9	-15.5	4.3	1.9	-3.1	-12.5	6.0	3.2
- CCCCNC(=O)C(Cc1ccccc1)NS(=O)(=O)c1ccc2c(c1)c(=O)n(C)c(=O)n2C (configuration not stated)
→ -7.3	-8.3	2.5	-0.4	-10.3	-0.3	0.7	3.3
- O=C(C[C@@H]1C[C@@H]2c3cc(NS(=O)(=O)c4ccc(F)cc4)ccc3O[C@@H]2[C@@H](CO)O1)NCc1ccncc1
→ 3.0	6.3	-3.6	1.2	/	0.7	-4.9	2.1[16.7 µM]
- COC(=O)Cc1ccc(NC(=O)c2ccc3c(c2)C(=O)N(Cc2ccco2)C3=O)cc1
→ -4.6	11.3	4.6	1.1	13.5	/	/	/
- COc1ccc(-c2cc(C(=O)NCc3cccc(C(F)(F)F)c3)[nH]n2)c(C)c1
→ -5.1	-35.7	-0.6	-1.3	-53.2	-48.3	-4.4	-1.4
- CCNC(=O)C1CCCN(C(=O)c2ccc(OC(F)F)cc2)CC1 (configuration not stated)
→ 6.8	-12.8	-0.5	2.4	-9.9	-3.9	10.9	/
- CCNCC(O)COCC(O)CNCC (configuration not stated)
→ -1.9	/	1.4	/	8.8	/	/	15.4
- COc1ccc(-c2ccc3c(c2)[C@H]2[C@H](CCN2C(=O)C2CCOCC2)[C@@H](CO)N3C)cc1
→ 8.7	4.5	-6.6	/	-26.4	4.8	15.8	-7.8[16.7 µM]
- CCc1c(C(=O)NCc2cnn(C)c2)csc1C
→ /	8.9	-1.1	2.8	/	9.4	-2.3	1.9
- O=C(CSC1CC(=O)N(CCc2ccccc2)C1=O)Nc1ccc(Cl)cc1 (configuration not stated)
→ -2.7	12.6	4.7	/	-8.4	/	-4.3	2.0
- Cc1cc(C)c(S(=O)(=O)c2ccccc2)c(Cl)n1
→ /	8.4	2.0	/	/	/	11.6	2.6
- Cc1ccc(O)c(-c2cc(C(=O)NCc3ccccc3)[nH]n2)c1
→ -6.6	-64.7	1.5	/	-54.4	/	11.3	9.5
- Cc1ccccc1N=C(NO)c1cccnc1
→ 0.6	3.3	0.0	0.8	-1.7	7.0	/	-4.4
- CSCCC(NC(=O)C1CCC(C)CC1)C(=O)NCCN1CCC(C)CC1 (configuration not stated)
→ -5.8	-4.7	/	-7.2	6.8	4.2	-6.9	/
- CCNC(=O)C[C@H]1CC[C@@H]2[C@H](COC[C@H](O)CN2C(=O)Nc2ccc(C(F)(F)F)cc2)O1
→ 3.1	-5.1	-2.1	3.6	-1.3	4.4	2.8	-4.2[16.7 µM]
- CN(C)c1ccc(CNc2nc3ccccc3n2C)cc1
→ 1.9	-44.5	-0.9	-3.8	-94.1	-87.2	-3.7	-1.7
- O=C(Nc1ccccc1F)N[C@@H]1CC[C@H](CCNC(=O)C2CCOCC2)O[C@H]1CO
→ -20.7	8.4	6.5	0.8	-6.3	0.6	3.9	/
- Cc1ccc(S(=O)(=O)N2CCN(c3ccccn3)CC2)cc1
→ -2.2	-4.0	0.9	1.1	1.1	-1.4	9.6	15.1
- CC(CN(C)Cc1ccccc1)OC(=O)c1ccc2c(c1)OCCO2 (configuration not stated)
→ -0.1	/	-1.8	/	-28.5	/	6.8	-2.8
- CCCCn1c(N)c(N(CC(C)C)C(=O)COc2cc(C)ccc2Cl)c(=O)[nH]c1=O
→ 13.4	-2.2	1.5	1.6	0.7	0.6	-1.0	-5.3
- CC(=O)c1ccc(NC(=O)Cn2nc(C)cc2C)cc1
→ 2.1	/	-0.1	/	-5.6	/	2.1	-2.0
- CO[C@@H]1CN(C)C(=O)c2ccc(NS(C)(=O)=O)cc2OC[C@@H](C)N(C(=O)CN(C)C)C[C@H]1C
→ -2.6	10.6	2.6	-2.1	-16.0	1.3	-7.6	20.2[16.7 µM]
- Cc1cc(C)c(NC(=O)c2sc3nc(C)[nH]c(=O)c3c2C)c(C)c1
→ 5.6	/	/	3.6	-7.7	-4.4	/	/
- Cc1ccc2[nH]c(=O)c3cc(C(=O)N(C)C4CCCCC4)sc3c2c1
→ -1.5	-1.0	1.5	1.8	-28.2	-21.0	4.3	10.9
- Cc1cc(S(=O)(=O)N2CCCC2)ccc1OCC(=O)NC1CCCC1
→ -8.6	-15.3	/	14.6	0.1	11.0	-7.3	-3.3
- Cc1ccc(-c2nnn(CC(=O)N(c3cccc(O)c3)C(C(=O)NC(C)(C)C)c3cccs3)n2)o1 (configuration not stated)
→ /	-7.4	/	5.3	/	3.6	-2.0	10.4
- COc1ccc(NC(=O)Nc2ccc3c(c2)C(=O)N([C@H](C)CO)C[C@H](C)[C@@H](CN(C)Cc2ccc(C(F)(F)F)cc2)OCCCC[C@H](C)O3)cc1
→ -4.6	19.5	-1.2	-0.6	49.8	13.0	-0.3	0.3[16.7 µM]
- COc1ccc(S(=O)(=O)NCCc2csc(-c3cccnc3)n2)cc1
→ -16.9	2.1	6.2	0.3	-9.8	10.1	-14.3	31.1
- Cc1cc(=O)c2n(Cc3ccc(Cl)cc3)nc[n+]2[nH]1
→ 4.7	/	-1.9	/	/	/	5.7	-7.0
- N#C[C@H]1[C@H](c2ccc(-c3ccc(F)cc3)cc2)[C@H](CO)N1c1nc(-c2ccccc2)cs1
→ -3.8	-14.1	/	-6.5	/	5.3	/	/
- COc1cccc(NC(=O)NC(=O)c2c(C)cc(Cl)nc2Cl)c1
→ 5.8	7.7	-1.2	0.4	-11.9	/	-3.3	-6.2
- CC1Cc2ccccc2N1Cc1cc(=O)c(OCC(=O)NCCc2ccccc2)co1 (configuration not stated)
→ 2.8	9.2	0.8	0.4	-3.0	-0.8	-2.5	-7.4
- COc1ccc(-c2nnc(S/C(=C/c3ccc(Cl)cc3)C(=O)O)o2)cc1
→ 7.0	1.1	/	3.5	-0.8	7.0	4.4	/
- CC(OC(=O)CCC(=O)N1CCN(S(=O)(=O)c2ccc3ccccc3c2)CC1)C(=O)NC(N)=O (configuration not stated)
→ -5.8	2.5	-0.9	-0.2	13.4	-1.0	/	8.1
- CCCCC(c1nc2ccccc2[nH]1)n1c(-c2ccccc2)nc2cc(C)c(C)cc21 (configuration not stated)
→ 2.3	/	-33.8	-0.1	-27.2	-49.4	-2.2	0.5
- CCCCN(CC(=O)NCc1ccc(Cl)cc1)S(=O)(=O)c1ccc2c(c1)OCCO2
→ -2.6	/	-1.4	0.2	21.7	11.2	/	39.8
- COc1ccccc1CN1[C@H](CO)[C@H]2c3ccccc3N(C(=O)C3CCOCC3)C[C@H]21
→ -1.9	7.2	-3.9	-2.1	6.0	8.2	1.5	3.8[16.7 µM]
- CC1CCCN(S(=O)(=O)c2ccc(NC(=O)CNC3CCCC3)cc2)C1 (configuration not stated)
→ 1.2	-10.0	-1.3	2.5	4.2	4.1	/	5.1
- C[C@H]1CN([C@@H](C)CO)S(=O)(=O)c2ccc(Br)cc2O[C@H]1CN(C)C
→ -7.1	1.4	-4.0	2.2	/	1.4	3.0	6.5[16.7 µM]
- Nc1nonc1-n1nnc(C(=O)N/N=C/c2ccncc2)c1CSc1ccccc1
→ 12.2	6.4	2.4	-2.7	11.2	3.2	-3.0	24.3
- O=C(Cc1ccccc1[N+](=O)[O-])OCN1C(=O)c2ccccc2C1=O
→ /	-1.1	0.3	-4.6	-38.8	-0.9	/	2.3
- O=C(Cc1ccccn1)NCC[C@@H]1CC[C@H](NS(=O)(=O)c2ccc(F)cc2)[C@@H](CO)O1
→ /	-0.7	9.8	-0.6	33.2	-2.9	3.5	/
- O=C(Nc1ccc(S(=O)(=O)NC2=NCCCCC2)cc1)c1cc(F)c(F)cc1Cl
→ 1.0	18.3	-1.2	2.9	/	13.3	3.5	1.3
- O=C1C(=O)N(c2ccccc2)C(c2ccccc2)C1c1ccccc1 (configuration not stated)
→ /	-7.2	0.2	-1.1	2.2	10.8	-6.3	-3.2
- CC(C)(C)C(=O)Nc1cccc(-c2cc(-c3c(Cl)cccc3Cl)no2)c1
→ -1.2	3.1	0.1	0.1	4.5	7.5	-1.3	7.2
- O=C(CNc1ccccc1)c1ccc([N+](=O)[O-])cc1
→ -1.5	6.0	/	-2.9	18.4	3.6	/	/
- COCCn1c(SCC(=O)N2CCCc3ccccc32)nc2cccnc21
→ 12.2	/	4.5	/	-1.7	/	7.9	-3.3
- CC(C)(C)c1cc(NC(=O)COC(=O)C2CC2)n(-c2ccccc2)n1
→ -3.5	/	0.5	/	-3.8	/	-3.6	-0.8
- O=C(NCCCN1CCCCCC1)c1ccc2c(Cl)c3c(nc2c1)CCCC3
→ /	-22.7	/	-34.8	-9.5	-27.4	/	/
- CC(C)c1nnc(NC(=O)CCS(=O)(=O)Cc2ccccc2)s1
→ 5.2	2.0	/	-1.1	-5.8	-8.6	/	-12.3
- OCCNc1ncnc2c1sc1nc(N3CCOCC3)c3c(c12)CCC3
→ 1.0	-15.0	3.8	0.8	28.9	3.1	0.4	-7.1
- CC(OC(=O)c1cn(-c2ccccc2)nc1-c1cccnc1)C(N)=O (configuration not stated)
→ -4.9	8.6	/	-0.5	-2.5	7.0	/	/
- COc1ccccc1CC(=O)N1CCN(S(=O)(=O)c2ccccc2)CC1
→ 1.4	12.6	0.4	2.1	/	0.8	/	/
- Cc1cc(C(=O)N2CCCC(CO)(Cc3ccc(F)cc3)C2)c(C)o1 (configuration not stated)
→ -5.9	-1.7	1.5	-0.8	-2.5	/	3.6	-3.9

# Pulled by compound from the list above (4):
# Order of values – FN deposition inh	LGR2 inh	Cneo AK release	CASP6 VEID inh	PAX8 reporter	EWS-Fli inh	PGC1a acetyl inh	miR-122 sensor
- O=C(Cc1ccccc1[N+](=O)[O-])OCN1C(=O)c2ccccc2C1=O
→ /	-1.1	0.3	-4.6	-38.8	-0.9	/	2.3
- CC(OC(=O)CCC(=O)N1CCN(S(=O)(=O)c2ccc3ccccc3c2)CC1)C(=O)NC(N)=O (configuration not stated)
→ -5.8	2.5	-0.9	-0.2	13.4	-1.0	/	8.1
- COc1ccc(-c2nnc(S/C(=C/c3ccc(Cl)cc3)C(=O)O)o2)cc1
→ 7.0	1.1	/	3.5	-0.8	7.0	4.4	/
- N#C[C@H]1[C@H](c2ccc(-c3ccc(F)cc3)cc2)[C@H](CO)N1c1nc(-c2ccccc2)cs1
→ -3.8	-14.1	/	-6.5	/	5.3	/	/
